Screening results deposited in PubChem BioAssay by The Scripps Research Institute Molecular Screening Center.
M5 ag = CHRM5 agonism in calcium assay. P08912. CHO-K1 hM5 cells, Fluo-8 calcium fluorescence; 0% DMSO wells, 100% maximal acetylcholine response. activation, % at 3 µM. hit rate 0.19% among 360,000. AID 624037;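 active = activation above the run's mean over test compounds plus 3 SD, cut at about 23% in these data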;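 also: signal is peak over basal fluorescence ratio across the kinetic read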
Target sequence (P08912 whole entry, looked up): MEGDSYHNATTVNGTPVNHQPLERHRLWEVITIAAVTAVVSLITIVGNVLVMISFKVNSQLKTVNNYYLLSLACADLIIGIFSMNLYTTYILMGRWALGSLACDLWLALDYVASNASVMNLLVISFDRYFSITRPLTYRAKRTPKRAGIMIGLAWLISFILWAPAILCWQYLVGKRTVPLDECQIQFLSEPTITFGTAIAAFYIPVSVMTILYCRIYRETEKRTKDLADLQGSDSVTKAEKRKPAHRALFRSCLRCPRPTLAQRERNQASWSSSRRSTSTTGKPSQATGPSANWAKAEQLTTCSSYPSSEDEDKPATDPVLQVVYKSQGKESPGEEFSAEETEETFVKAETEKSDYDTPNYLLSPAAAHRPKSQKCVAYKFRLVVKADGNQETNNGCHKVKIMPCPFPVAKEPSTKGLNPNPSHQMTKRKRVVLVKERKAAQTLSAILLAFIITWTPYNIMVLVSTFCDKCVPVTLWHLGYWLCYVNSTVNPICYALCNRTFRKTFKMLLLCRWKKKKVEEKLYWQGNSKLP
CHRM1 agonist = human M1 muscarinic receptor agonism | CHO-K1 hM1, Fluo-8 calcium fluorescence, agonist mode; 0% DMSO, 100% acetylcholine EC100 | activation, % at 3 µM | P11229 | AID 588814 | hit rate 0.33% among 360,000;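 active = activation above the run's mean compound activation plus 3 SD, cut at about 16% in these data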;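 also: peak over basal fluorescence ratio within a 140 s kinetic read after compound addition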
Target sequence (P11229 whole entry, looked up): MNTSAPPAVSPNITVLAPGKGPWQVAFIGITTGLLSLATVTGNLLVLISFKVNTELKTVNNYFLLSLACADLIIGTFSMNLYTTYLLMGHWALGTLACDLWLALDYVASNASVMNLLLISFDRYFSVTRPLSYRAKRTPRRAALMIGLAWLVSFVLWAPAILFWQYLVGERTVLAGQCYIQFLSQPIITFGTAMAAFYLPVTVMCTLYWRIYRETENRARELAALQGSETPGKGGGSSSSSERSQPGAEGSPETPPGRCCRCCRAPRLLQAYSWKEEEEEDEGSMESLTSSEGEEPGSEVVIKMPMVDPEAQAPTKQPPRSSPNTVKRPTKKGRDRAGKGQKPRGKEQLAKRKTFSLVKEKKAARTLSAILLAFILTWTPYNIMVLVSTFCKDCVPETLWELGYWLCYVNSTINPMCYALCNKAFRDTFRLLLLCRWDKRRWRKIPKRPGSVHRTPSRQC
M5 antag = blocks acetylcholine activation of human M5 receptor; CHO-hM5 cells, Fluo-8 calcium fluorescence, ACh EC80; P08912; inhibition, % at 3 µM; hit rate 0.59% among 360,000;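 active = inhibition above a per-plate cutoff, the mean of that plate's test compounds plus 3 SD, cut at about 27% in these data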;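 also: 0% = acetylcholine EC80 with DMSO and 100% = DMSO without agonist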
M4 ag = agonists of human muscarinic M4 receptor (CHRM4). P08173. AID 624127. CHO-K1 hM4/Gqi5, Fluo-8 calcium fluorescence; vehicle 0%, full acetylcholine response 100%. activation, % at 3 µM. hit rate 0.14% among 360,000;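 active = activation above the run mean over all test wells plus 3 SD, cut at about 32% in these data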;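 also: peak over basal fluorescence ratio per well then scaled between controls; 0% = DMSO wells and 100% = acetylcholine at EC100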
CHRM1 PAM = human CHRM1 positive allosteric modulation; hit rate 0.088% among 360,000; CHO-K1 hM1, Fluo-8 calcium fluorescence, ACh EC20; 0% = ACh EC20, 100% = maximal ACh; AID 588819; activation, % at 3 µM; in the data active = activation above about 19%, passing the limit was not always enough
CHRM4 antagonist = antagonists of human muscarinic M4 receptor (CHRM4). CHO-hM4 cells, ACh EC80, Fluo-8 calcium fluorescence. inhibition, % at 3 µM. hit rate 0.73% among 360,000;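 active = inhibition above its plate's cutoff, the mean inhibition of sample wells plus 3 SD, cut at about 27% in these data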;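 also: 0% = acetylcholine EC80 with DMSO and 100% = DMSO without agonist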
M5 PAM = CHRM5 positive allosteric modulation | AID 624038 | P08912 | CHO-K1 hM5, Fluo-8 calcium, ACh EC20 PAM; 0% = ACh EC20, 100% = ACh EC100 | activation, % at 3 µM | hit rate 0.3% among 360,000;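 active = activation above the run cutoff, the mean activation of all test compounds plus 3 SD, cut at about 18% in these data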
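Assay system – human M5 receptor in CHO-K1 cells · Read-out – % activation, ACh-normalized · Technique – Fluo-8 calcium fluorescence · Dosing – single-point, 3 µM nominal · Incubation – Fluo-8 loading 80 min at 37 °C plus 30 min room temperature · Repeats – singlicate, one well per test compound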
M1 antag = antagonists of human M1 muscarinic receptor | CHO-K1 hM1, Fluo-8 calcium fluorescence, ACh EC80 antagonist | P11229 | hit rate 1.3% among 360,000 | inhibition, % at 3 µM;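 active = percent inhibition above its own plate's cutoff, namely the mean of that plate's compound wells plus 3 SD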;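 also: peak over basal fluorescence ratio during 140 s after agonist addition; 0% = ACh EC80 plus DMSO and 100% = DMSO alone without agonist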
TAAR1 agonist = human TAAR1 agonism. Q96RJ0. CHO RD-HGA16 TAAR1, Fluo-8 calcium fluorescence; vehicle wells 0%, saturating PEA agonist 100%. activation, % at 3 µM. hit rate 0.99% among 360,000. AID 624467;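 active = activation above the mean activation of all test compounds in the run plus 3 SD, cut at about 38% in these data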
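test system = CHO RD-HGA16 cells carrying human TAAR1 plus Gα16 | schedule = 17-24 h seeding, 75 min 37 °C dye, 30 min RT | compound dosing = 3 µM single concentration | control set = DMSO and PEA EC100 | replicates = n 1 | signal = Fluo-8 fluorescence, 5 s baseline then 140 s kinetic read | measure = percent activation vs PEA EC100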
Active calls of the source: *; . = no result given; & = joins results of further samples. An excerpt; the hit share may differ from the screen's.

SMILES | M5 ag | CHRM1 agonist | M5 antag | M4 ag | CHRM1 PAM | CHRM4 antagonist | M5 PAM | M1 antag | TAAR1 agonist
Fc1ccc(-c2nnc(CN3CCC(c4nc5ccccc5s4)CC3)o2)cc1 | -3 | -1 | 0 | 4 | -1 | -3 | -5 | 7 | 5
CCCCn1nnnc1C(CCc1ccccc1)N1CCN(C/C=C/c2ccccc2)CC1 (stereo unspecified) | -6 | -2 | 13 | 3 | -2 | 2 | -12 | -15 | 1
Nc1c(C(=O)O)cnc2c(-c3ccc(Cl)cc3)cnn12 | -1 | -1 | 2 | 1 | 4 | 7 | -2 | 5 | 4
CC(=O)N1CCN(C(=O)CNC(=O)c2cccs2)CC1 | 1 | -1 | -4 | 0 | 15 | 2 | 9 | -8 | -1
Cc1ccnc(N2CCN(C(=O)CSc3nc4ccccc4nc3N3CCCCC3)CC2)c1 | -7 | -5 | -9 | -1 | 6 | -12 | 5 | -19 | 0
COc1ccc(NS(=O)(=O)c2ccc(NS(=O)(=O)c3cccs3)cc2)c(OC)c1 | -4 | -8 | 11 | 1 | -7 | 17 | -5 | 8 | 3
Cc1cc(=O)n2nc(N3CCCC(C(=O)N4CCN(c5ccccc5)CC4)C3)sc2n1 (stereo unspecified) | -2 | -4 | 7 | 4 | 6 | -7 | -8 | -12 | 2
Cc1onc(NC(=O)c2ccc([N+](=O)[O-])o2)c1Br | -3 | -4 | 12 | 0 | 10 | 12 | -3 | -11 | 1
COCCCn1c(SCC(=O)Nc2ccc(C(=O)OC)cc2)nc2ccccc2c1=O | 0 | -3 | -5 | 0 | 11 | 2 | 5 | -9 | 0
CC(=O)Nc1cccc(/C(C)=N/Nc2nc3ccccc3s2)c1 | 6 | -3 | 3 | 8 | 4 | -5 | -2 | -2 | 9
Cc1ccc(OCCn2c(NC(=O)c3ccco3)nc3ccccc32)cc1 | 1 | -3 | -3 | 2 | 4 | -17 | 4 | -3 | 0
CCN(CC)CCN(C(=O)/C=C/c1cccs1)c1nc2ccc(OC)cc2s1 | -2 | -2 | -2 | 0 | 12 | -3 | -3 | -12 | 2
O=S(=O)(c1cccc(Cn2nnc(-c3ccccc3)n2)c1)N1CCOCC1 | 4 | 2 | 14 | 18 | -11 | 8 | -22 | 14 | 12
Cn1cc([N+](=O)[O-])c(C(=O)N/N=C/c2ccc3c(c2)OCO3)n1 | 0 | -5 | 6 | 0 | 7 | 7 | -4 | -3 | 4
COc1c(Cl)cnn(-c2cccc(C)c2)c1=O | -3 | -2 | 7 | 0 | 16 | 2 | 2 | -21 | 3
COc1ccccc1C(=O)NNC(=O)C12CC3CC(CC(C3)C1)C2 | -1 | -1 | 7 | 1 | 2 | 3 | 0 | 1 | 6
COc1ccc(C2CC(c3c(-c4ccccc4)c4cc(Cl)ccc4[nH]c3=O)=NN2C(=O)CCC(=O)O)cc1 (stereo unspecified) | -1 | -7 | 5 | 0 | 3 | 8 | -3 | 0 | 11
CCn1cc(/C=C(\NC(=O)c2ccc(OC)cc2)C(=O)NCCCn2ccnc2)c2ccccc21 | 0 | -7 | 0 | 0 | -4 | 3 | -1 | 11 | 4
COc1ccc(/C(O)=C2\C(=O)C(=O)N(CC3CCCO3)C2c2cc(OC)ccc2OC)cc1 (stereo unspecified) | 1 | -3 | 11 | 1 | 7 | 7 | -7 | -27 | 9
COc1cc(Cl)c(C)cc1NC(=O)CSc1ccccc1 | -6 | -11 | -5 | -2 | -6 | 4 | -8 | 7 | 4
O=C(NCCN1CCOCC1)c1cccc(S(=O)(=O)Nc2ccc(F)cc2)c1 | 2 | -4 | 5 | 1 | 3 | 1 | -7 | 6 | -2
Brc1ccc2[nH]c3nc(SCCN4CCOCC4)nnc3c2c1 | 1&-2 | -3&-12 | -2&3 | 8&9 | 7&5 | -9&-15 | 1&-7 | -5&-4 | 10&3
CCNC(=O)C1(C)CCN(C(=O)c2ccc(F)cc2Cl)C1 (stereo unspecified) | 0 | -1 | -2 | 0 | 4 | 0 | -2 | -14 | 1
COc1ccc(OC)c(NC(=O)CSc2nnc(Cc3cccn3C)n2-c2ccc(F)cc2)c1 | 1 | -2 | -2 | -1 | 5 | -9 | -4 | -15 | -1
COc1ccc(-c2oc3ncn(CCN4CCOCC4)c(=N)c3c2-c2ccc(OC)cc2)cc1 | -2 | -4 | 7 | 2 | 11 | -2 | -7 | -8 | 3
CCC(C)(C)n1nnnc1CN1CCN(C(c2ccccc2)c2ccccc2)CC1 | -8 | -6 | 2 | -3 | -6 | 9 | -10 | 14 | -2
CCN(CC)CCOC(=O)c1ccc(NC(=O)c2ccc(Cl)c(S(=O)(=O)N3CCCCCC3)c2)cc1 | -17 | -4 | 37* | 5 | -21 | 36* | -33 | 98* | 8
Oc1ccc(/C=N/Nc2cccc3cccnc23)c(O)c1 | 0 | -5 | 1 | 1 | -3 | -13 | -2 | 4 | 6
CCCCc1c(-c2ccccc2OC)ncn1CCc1cccc(F)c1 | 0 | . | 7 | 7 | . | -4 | -10 | . | 69*
Cc1nc(SCC(=O)O)c(C#N)c(-c2ccco2)c1C(=O)N(C)C | 1 | -1 | 4 | 0 | 3 | 3 | 6 | -1 | 7

A section from the list above, for reference:
SMILES | M5 ag | CHRM1 agonist | M5 antag | M4 ag | CHRM1 PAM | CHRM4 antagonist | M5 PAM | M1 antag | TAAR1 agonist
COc1ccccc1C(=O)NNC(=O)C12CC3CC(CC(C3)C1)C2 | -1 | -1 | 7 | 1 | 2 | 3 | 0 | 1 | 6
COc1ccc(C2CC(c3c(-c4ccccc4)c4cc(Cl)ccc4[nH]c3=O)=NN2C(=O)CCC(=O)O)cc1 (stereo unspecified) | -1 | -7 | 5 | 0 | 3 | 8 | -3 | 0 | 11
CCn1cc(/C=C(\NC(=O)c2ccc(OC)cc2)C(=O)NCCCn2ccnc2)c2ccccc21 | 0 | -7 | 0 | 0 | -4 | 3 | -1 | 11 | 4
COc1ccc(/C(O)=C2\C(=O)C(=O)N(CC3CCCO3)C2c2cc(OC)ccc2OC)cc1 (stereo unspecified) | 1 | -3 | 11 | 1 | 7 | 7 | -7 | -27 | 9
COc1cc(Cl)c(C)cc1NC(=O)CSc1ccccc1 | -6 | -11 | -5 | -2 | -6 | 4 | -8 | 7 | 4

The results go on:
SMILES | M5 ag | CHRM1 agonist | M5 antag | M4 ag | CHRM1 PAM | CHRM4 antagonist | M5 PAM | M1 antag | TAAR1 agonist
Cn1c(=S)[nH]c2scc(-c3cccs3)c2c1=O | 2 | -2 | -4 | 3 | 5 | -10 | 4 | -8 | -1
CN(CC(=O)Nc1ccccc1Br)C(=O)c1cccnc1Nc1cccc(C(F)(F)F)c1 | -2 | -2 | -1 | 4 | 4 | -6 | 0 | -15 | 2
Cc1ccc(NC(=O)N2CCCn3c(SCC(=O)c4ccccc4)nnc32)cc1 | 1 | -3 | -4 | 0 | 13 | 1 | -3 | -14 | -1
O=c1c2ccccc2cnn1Cc1n[nH]c(=S)n1-c1cc(Cl)cc(Cl)c1 | 1 | 2 | -9 | 1 | 12 | -8 | 8 | -11 | 1
CCC(C)[C@H](NC(=O)C1CC(=O)N(c2ccc3c(c2)OCCO3)C1)C(=O)NC1CCCC1 (stereo partly specified) | -2 | -3 | 13 | 0 | 3 | -2 | -7 | -2 | 0
CCCc1nc2ccc(C)cn2c1Cc1cccc(Cl)c1 | -7 | -4 | 4 | 2 | -22 | 1 | -14 | 10 | -2
Cc1c(-c2ccccc2)[n+](=O)c2c(n1[O-])CCCCC2 | 0 | -6 | 0 | 3 | 8 | -3 | 0 | -10 | 2
Cc1ccc(S(=O)(=O)N2CCN(C(=O)COC(=O)c3cccnc3Cl)CC2)c(C)c1 | -2 | -4 | 1 | 9 | 0 | -9 | -2 | -1 | 7
CC(=O)NCCOc1nc(N(C)C)nc(N(C)C)n1 | 1 | -3 | -5 | 0 | 5 | 3 | 7 | 3 | 14
COC(=O)C1=C(C)N(C)C(=O)NC1c1ccc(O)c(OC)c1 (stereo unspecified) | 4 | -1 | 2 | 1 | 4 | -15 | -2 | -4 | 3
COCCn1c(-c2ccc3ccccc3c2)nc2c1c(=O)[nH]c(=O)n2CC(C)C | -1 | -1 | 5 | 0 | 7 | 3 | -1 | -9 | 0
Cc1[nH]c(=O)c(C#N)c(C)c1CCC(=O)NCc1ccc(Cl)cc1 | -3 | -4 | 1 | 1 | 2 | -1 | -2 | 2 | 0
CC(C)(C)NC(=O)C1CCN(C(=O)c2ccc(-c3ccccc3)cc2)CC1 | -3 | -4 | 5 | 2 | 6 | -4 | -2 | -11 | 2
Oc1ccc(N=Nc2ccccc2)o1 | -2 | 2 | 1 | 1 | 6 | -6 | -1 | -7 | 2
Clc1ccccc1CN1CCN(c2ncccn2)CC1 | 1 | -2 | -22 | 2 | 6 | -10 | 5 | -14 | 1

(more compounds)
SMILES,M5 ag,CHRM1 agonist,M5 antag,M4 ag,CHRM1 PAM,CHRM4 antagonist,M5 PAM,M1 antag,TAAR1 agonist
COc1ccc(-c2cc(-c3c(O)c(OC)c4occc4c3OC)[nH]n2)cc1,0,-5,-2,0,4,-5,-4,-7,6
Cc1ccccc1OCCC(=O)OCC(=O)Nc1ccc(N2CCOCC2)cc1,-2,-2,-6,1,3,-3,3,-2,0
CCOC(=O)c1c(C)[nH]c(C(=O)OCC(=O)N(CC(C)C)C2CCS(=O)(=O)C2)c1C (stereo unspecified),1,-3,0,1,-7,-1,1,15,11
Cc1cc(C)n(Cc2ccc(Cl)c(Cl)c2)c(=O)c1S(=O)(=O)c1ccccc1,-1,-4,2,0,5,0,-1,-11,12
O=C(C1CCCCC1)N1C[C@@H](n2cc(-c3ccc(F)cc3)nn2)[C@H](O)C[C@@H]1c1ccc(Cl)cc1,0,-4,1,1,-6,-15,1,0,7
Cc1ccc(S(=O)(=O)CCc2nc3ccccc3[nH]2)cc1C,5,-3,-5,2,8,6,9,-9,1
Cc1nc2ccccc2nc1Nc1cccc(Cl)c1,-3,-5,8,2,10,-3,4,-11,4
CCOC(=O)NC(=O)c1cn(Nc2ccccc2)c(=O)[nH]c1=O,4,-5,-9,1,8,-1,11,1,1
CN1CCN(CC(=O)NC(=O)NC2CCCCC2)CC1,-2,-2,-2,0,14,5,11,-11,-1
CC1CCN(C(=O)CSC2=NS(=O)(=O)c3cc(F)ccc3N2)CC1,2,-1,7,1,13,3,-2,-11,2
O=C(c1ccc(S(=O)(=O)Nc2ccccc2Cl)cc1)N1CCCC1,4,-3,4,1,10,-7,3,-11,11
Cn1c(CNC(=O)C(Cc2ccccc2)NC(=O)c2ccccc2F)cc(=O)n(C)c1=O (stereo unspecified),0,-2,5,2,-2,7,0,2,1
COC(=O)c1cc(Cl)c(NS(=O)(=O)c2ccccc2)cc1OC,-2,-2,0,-1,3,-2,8,-6,4
CCOC(=O)C1CCCN(c2ncnc3c2cnn3-c2cccc(C)c2)C1 (stereo unspecified),17,44*,-3,8,-26,11,-13,16,34

Some entries already given with just M5 antag and CHRM1 PAM.
structure	M5 antag	CHRM1 PAM
CCOC(=O)NC(=O)c1cn(Nc2ccccc2)c(=O)[nH]c1=O	-9	8
CN1CCN(CC(=O)NC(=O)NC2CCCCC2)CC1	-2	14
